RXFP1 agonist – RXFP1 (human) receptor agonism | 370,000 compounds, 0.3% hits | HEK293T-RXFP1 cAMP TR-FRET, 30 min; response scale: percent of porcine relaxin response, buffer zero | Potency, µM (doses to about 57.5 µM), inactives show at the highest dose activation, hits mostly activators | AID 2676; further: on the % scale 0 is the no-effect control and ±100 the full control effect; nearly all actives have a fitted effect of over 60% in size; many of its hits are not listed in these tables
Target sequence (Q9HBX9 whole entry, looked up): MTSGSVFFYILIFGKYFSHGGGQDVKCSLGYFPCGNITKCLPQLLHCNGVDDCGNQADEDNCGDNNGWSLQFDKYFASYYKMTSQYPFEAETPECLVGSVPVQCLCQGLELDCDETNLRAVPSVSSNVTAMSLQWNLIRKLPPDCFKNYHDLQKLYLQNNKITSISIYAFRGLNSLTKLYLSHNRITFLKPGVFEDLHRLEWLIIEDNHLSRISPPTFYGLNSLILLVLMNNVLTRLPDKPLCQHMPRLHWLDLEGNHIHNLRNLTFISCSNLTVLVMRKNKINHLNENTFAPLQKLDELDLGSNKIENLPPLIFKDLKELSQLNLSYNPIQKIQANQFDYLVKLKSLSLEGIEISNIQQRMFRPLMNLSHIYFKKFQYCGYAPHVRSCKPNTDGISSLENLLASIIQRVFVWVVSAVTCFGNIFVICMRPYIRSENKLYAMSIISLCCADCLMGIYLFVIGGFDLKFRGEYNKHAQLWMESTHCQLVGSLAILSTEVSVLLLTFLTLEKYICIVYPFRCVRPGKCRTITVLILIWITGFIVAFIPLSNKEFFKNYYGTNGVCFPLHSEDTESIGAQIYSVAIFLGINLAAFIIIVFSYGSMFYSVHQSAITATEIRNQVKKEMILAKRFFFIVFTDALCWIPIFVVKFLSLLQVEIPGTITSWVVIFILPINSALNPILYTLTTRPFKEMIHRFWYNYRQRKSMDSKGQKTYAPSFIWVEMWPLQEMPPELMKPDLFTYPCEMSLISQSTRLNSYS
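HEK293 cells stably expressing RXFP1, treated 30 min at 37C with compounds plus PDE4 inhibitor Ro 20174; cAMP measured by HTRF TR-FRET. Normalized to buffer and 29 nM porcine relaxin; EC50 by Hill fit.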
TrxR1 substrate – substrates of rat thioredoxin reductase 1; O89049; purified TrxR1 substrate turnover, NADPH consumption readout; Potency, µM (top dose mostly 114 µM), inactives show at the top dose activity change, negative = substrate turnover; 390,000 compounds, 0.01% hits; AID 588456; further: on the % scale 0 is the no-effect control and ±100 the full control effect; nearly all actives have a fitted effect of over 50% in size
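Rat TrxR1, dispensed at 90 nM, was prereduced with 400 uM NADPH (final) for 5 min at ~22 deg C, then incubated with compound 15 min before 400 uM selenite. A first-read NADPH fluorescence drop versus no-compound background flagged substrates.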
Vif-APOBEC3F blk – inhibitors of Vif-A3F interaction; HeLa A3F-eYFP + Vif (tagged APOBEC3F with the HIV-1 protein that degrades it), YFP fluorescence increase; Potency, µM (series often up to 46.1 µM), for the others: at the top dose activity, negative = active; 390,000 compounds, 0.2% hits; further: % of control where 0% means no effect; nearly all actives have a fitted effect of over 65% in size
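HeLa cells stably expressing A3F-eYFP plus Vif, plated and incubated overnight at 37 deg C, then exposed to compounds overnight at 37 deg C. Blocked degradation read as raised yellow fluorescence (Ex 488/Em 500-530).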
RGS4 inh – blocks human RGS4-accelerated GTP hydrolysis. P49798. Transcreener GDP fluorescence polarization, RGS4-accelerated GTP hydrolysis. Potency, µM (doses to about 114 µM), for inactives: top-dose activity change, negative = inhibition, most hits filed as inhibitors. 390,000 compounds, 0.039% hits. AID 504845; further: on the % scale 0 is the no-effect control and ±100 the full control effect; nearly all actives have a fitted effect of over 75% in size; some results filed as inactive show a strong effect at the top dose
Target sequence (P49798 whole entry, looked up): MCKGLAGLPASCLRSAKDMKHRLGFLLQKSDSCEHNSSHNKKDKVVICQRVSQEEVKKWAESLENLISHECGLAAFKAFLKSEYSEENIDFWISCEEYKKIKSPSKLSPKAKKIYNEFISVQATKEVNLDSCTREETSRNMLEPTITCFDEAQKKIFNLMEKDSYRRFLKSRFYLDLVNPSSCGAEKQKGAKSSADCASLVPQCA
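MLSMR compounds (23 nl, pin-transferred) preincubated 10 min at room temperature with a 500nM (2x) first reagent, then RGS4 at 900nM (2x) plus Transcreener GDP mix added; fluorescence polarization (620/688 nm) read before and after 90 min at 30 °C.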
mIDH1 inhibitor – blocks human mutant IDH1 R132H enzyme; IDH1-R132H enzyme, NADPH consumption, diaphorase/resazurin fluorescence; Potency, µM (series often up to 76.6 µM), for the others: top-dose activity change, negative = inhibition, most hits filed as inhibitors; AID 602179; 390,000 compounds, 0.093% hits; O75874; further: on the % scale 0 is the no-effect control and ±100 the full control effect; nearly all actives have a fitted effect of over 65% in size
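IDH1-R132H (0.5 ug/mL) preincubated 30 min with compound, then NADPH (0.016 mM) and alpha-KG (2 mM) added; 80 min at RT, pH 7.5. Remaining NADPH coupled via diaphorase/resazurin to fluorescence (540/590 nm); concentration-response curves normalized to no-enzyme control.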
USP1 inh – USP1/UAF1 (human) deubiquitinase inhibition | O94782 | recombinant USP1/UAF1, Ub-Rhodamine cleavage fluorescence | Potency, µM (titrated, usually from 57.1 µM), without a hit: at the top dose activity change, negative = inhibition, actives largely listed as inhibitors | 390,000 compounds, 0.23% hits; further: on the % scale 0 is the no-effect control and ±100 the full control effect; nearly all actives have a fitted effect of over 60% in size; inactives centre near -12
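In this screen, compounds sit with the deubiquitinase complex (1nM) for 15 min at room temperature before Ub-Rho is added at 150nM final. Fluorescence rise is then followed for 6 reads every 60 seconds.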
ALOX12 inh – ALOX12 (human) lipoxygenase inhibition; purified 12hLO, xylenol orange hydroperoxide absorbance; Potency, µM (titrated, usually from 108 µM), inactives show at the highest dose activity change, negative = inhibition, hits mostly inhibitors; AID 1671190; 580,000 compounds, 1.1% hits; further: on the % scale 0 is the no-effect control and ±100 the full control effect
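Hydroperoxide product was detected by ferrous iron/xylenol orange as the 573 to 405 nm absorbance ratio. Arachidonic acid at 40 uM (final) was turned over for 30 min at room temperature by 150 nM human 12hLO, pH 7.0 Hepes buffer, after 15 min compound preincubation.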
rTrxR1 inhibitor – rat TrxR1 inhibition; 390,000 compounds, 1% hits; Potency, µM (highest dose often 114 µM), without a hit: top-dose activity change, negative = inhibition, actives largely listed as inhibitors; O89049; recombinant rTrxR1, NADPH fluorescence consumption, selenite substrate; further: on the % scale 0 is the no-effect control and ±100 the full control effect; nearly all actives have a fitted effect of over 65% in size
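Rat TrxR1 (90 nM in the dispensed reagent) was pre-reduced with 400 uM NADPH for 5 min at room temperature, then incubated with compound for 15 min. After 400 uM selenite was added, NADPH fluorescence (Ex 340/Em 450 nm) was followed for 8 min.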
Vif-APOBEC3G blk – inhibitors of Vif-APOBEC3G interaction | AID 602310 | 410,000 compounds, 0.076% hits | Potency, µM (top dose mostly 46.1 µM), for the others: top-dose activity, negative = active, hits mostly inhibitors | HeLa A3G-eYFP + Vif (tagged APOBEC3G with the HIV-1 protein that degrades it), YFP fluorescence, overnight | Q9HC16;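 further: on the % scale 0 is the no-effect control and ±100 the full control effect; nearly all actives have a fitted effect of over 60% in size; hits raise eYFP signal because A3G escapes Vif-driven loss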
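HeLa cells stably expressing Vif and C-terminally eYFP-tagged A3G, seeded overnight at 37 deg C, then exposed to compound by pintool overnight at 37 deg C. Rise in yellow fluorescence (Ex 488/Em 500-530, Acumen) marks blocked Vif-driven A3G degradation.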
Starred values were filed as active, the others as inactive; ? = inconclusive; . = not tested or not shown; & = joins results of further samples; [ ] = another dose, or the depositor's remark. The call rests on the fitted dose curve; in most records, active means well fitted curve in the direction sought with a large enough effect; inconclusive means small, poorly fitted or top-dose-only effect, or another doubt; inactive means no such curve, though single readings can be large; an effect the other way counts as inactive or inconclusive. Potency means the concentration at half of the fitted maximal effect. An excerpt; count on the stated rates, not on these rows.

SMILES	RXFP1 agonist	TrxR1 substrate	Vif-APOBEC3F blk	RGS4 inh	mIDH1 inhibitor	USP1 inh	ALOX12 inh	rTrxR1 inhibitor	Vif-APOBEC3G blk
Nn1c(SCc2ccc(Br)cc2)nnc1-c1ccncc1	4.2%	-7%	-6%	-6%	-4%	-25%	-4%	-22%	-2%
COc1ccc(-c2cc(C(F)(F)F)n3nc(C(=O)Nc4c(C)n(C)n(-c5ccccc5)c4=O)cc3n2)cc1	1.2%	8%[57.1 µM]	3%	-20%	2%	-17%	?	20%[57.1 µM]	-1%
CCO[C@@H]1OC(C(N)=O)=C[C@H](c2ccc(Br)cc2)[C@H]1CCCO	-0.7%	-5%[57.1 µM]	2%	2%	-14%	2%	1%	-11%[57.1 µM]	2%
CCOC(=O)N1CCN(c2ncnc3scc(-c4ccccc4)c23)CC1	-3.0%	-4%	-1%	-7%	-3%	-9%	5%	12%	-15%
COc1ccc(-c2nc(CSCC(=O)N3CCN(c4ccccc4)CC3)c(C)o2)cc1	-1.3%	-9%	2%	1%	2%	-7%	1%	-5%	2%
CC(C)(C)c1ccc(C(=O)Nc2cccc(C(=O)N3CCOCC3)c2)cc1	-0.4%	-5%	2%	25%	9%	-6%	43%[activator]	14%	0%
COc1cc(OC)c(Nc2nc3ccc(C(=O)c4ccccc4)cc3n3c(C)nnc23)cc1Cl	-1.6%	-1%	-9%	?	12%	-12%	4%	8%	-2%
COc1ccc(OC)c(C2CC(c3ccccc3)=NN2C(=S)Nc2ccccc2)c1 (stereo not drawn)	7.1%	-10%	-14%	26%	6%	-9%	30%	3%	?
CC1CN(c2ccc([N+](=O)[O-])cc2C#N)CC(C)O1 (stereo not drawn)	-1.8%	-3%[57.1 µM]	6%	19%	-4%	-13%	-9%	6%[57.1 µM]	-8%
S=C(NCc1cccnc1)Nc1ccc(Oc2ccc(Cl)cc2)cc1	1.0%	-1%[57.1 µM]	-14%	10%	-2%	4%	0%	-11%[57.1 µM]	2%
CCC1=Nc2cc(C(=O)NCCCOC(C)C)ccc2Sc2ccc(C)cc21	1.9%	-7%[57.1 µM]	1%	22%	-1%	-13%	-11%	13%[57.1 µM]	?
Cc1ccc(NC(=O)N(Cc2cccnc2)Cc2ccco2)cc1C	-0.5%	10%	-1%	-14%	2%	-16%	2%	21%	-4%
CC(C)Cn1c(/C=C/c2ccc(F)cc2)nc2ccccc21	6.5%	54%[activator]	?	-17%	23%	-26%	-10%	-14%	-4%
Cc1ccc[n+](CC(=O)c2ccc(NC(=O)c3ccccc3)cc2)c1	-0.5%	-19%	-15%	-35%	5%	-20%	-1%	-22%	0%
O=C(CSc1nc(Cc2ccccc2)nc2ccccc12)Nc1nc2c(s1)CCCC2	4.4%	5%	-8%	-19%	-1%	-26%	2%	18%	-1%
O=C(N/N=C/c1ccc(-c2ccccc2Cl)o1)c1ccccc1	0.4%	3%[57.1 µM]	1%	2%	5%	-5%	0%	8%[57.1 µM]	-16%
CC(C)CCOc1ncnc2c1sc1nc3c(cc12)CSC(C)(C)C3	0.3%	11%	0%	7%	1%	-4%	0%	?	-2%
Cc1ccc(S(=O)(=O)N2CCCC2)cc1S(=O)(=O)N1CCCC1	1.0%	-10%	2%	4%	7%	-11%	0%	-11%	2%
Cc1ccc(NC(=O)C2CCCN2S(=O)(=O)c2ccc3nc(-c4ccccc4)[nH]c3c2)cc1F (stereo not drawn)	-0.5%	-5%	0%	20%	-8%	-2%	?	2%	-8%
COc1ccc(C2CC(=O)c3cc(-c4nc(-c5cccc(Cl)c5)cs4)c(=O)[nH]c3C2)cc1 (stereo not drawn)	9.9%	9%	-8%	9%	-18%	-27%	-2%	7%	-2%

Structural class: the entries above containing two or more sulfur atoms.
SMILES	RXFP1 agonist	TrxR1 substrate	Vif-APOBEC3F blk	RGS4 inh	mIDH1 inhibitor	USP1 inh	ALOX12 inh	rTrxR1 inhibitor	Vif-APOBEC3G blk
O=C(CSc1nc(Cc2ccccc2)nc2ccccc12)Nc1nc2c(s1)CCCC2	4.4%	5%	-8%	-19%	-1%	-26%	2%	18%	-1%
CC(C)CCOc1ncnc2c1sc1nc3c(cc12)CSC(C)(C)C3	0.3%	11%	0%	7%	1%	-4%	0%	?	-2%
Cc1ccc(S(=O)(=O)N2CCCC2)cc1S(=O)(=O)N1CCCC1	1.0%	-10%	2%	4%	7%	-11%	0%	-11%	2%

The listing picks up, starting 5 compounds before the break.
SMILES	RXFP1 agonist	TrxR1 substrate	Vif-APOBEC3F blk	RGS4 inh	mIDH1 inhibitor	USP1 inh	ALOX12 inh	rTrxR1 inhibitor	Vif-APOBEC3G blk
O=C(N/N=C/c1ccc(-c2ccccc2Cl)o1)c1ccccc1	0.4%	3%[57.1 µM]	1%	2%	5%	-5%	0%	8%[57.1 µM]	-16%
CC(C)CCOc1ncnc2c1sc1nc3c(cc12)CSC(C)(C)C3	0.3%	11%	0%	7%	1%	-4%	0%	?	-2%
Cc1ccc(S(=O)(=O)N2CCCC2)cc1S(=O)(=O)N1CCCC1	1.0%	-10%	2%	4%	7%	-11%	0%	-11%	2%
Cc1ccc(NC(=O)C2CCCN2S(=O)(=O)c2ccc3nc(-c4ccccc4)[nH]c3c2)cc1F (stereo not drawn)	-0.5%	-5%	0%	20%	-8%	-2%	?	2%	-8%
COc1ccc(C2CC(=O)c3cc(-c4nc(-c5cccc(Cl)c5)cs4)c(=O)[nH]c3C2)cc1 (stereo not drawn)	9.9%	9%	-8%	9%	-18%	-27%	-2%	7%	-2%
CNC(=S)N(Cc1cccs1)Cc1cc2cc(OC)ccc2[nH]c1=O	8.7%	0%	-9%	2%	-1%	-9%	7%	-8%	0%
COCCCNC(=O)CNC(=S)N(Cc1ccccc1F)C1CCCCC1	-0.9%	3%	-3%	6%	-4%	-4%	-5%	18%	2%
C[C@@H]1CCCCO[C@H](CN(C)C(=O)Nc2ccc(C(F)(F)F)cc2)[C@@H](C)CN([C@H](C)CO)C(=O)c2cc(NC(=O)c3ccncc3)ccc2O1	.	.	0%	.	15%	-21%	?	.	-12%
Cc1ccc2cc3cc(C(=O)N4CCN(c5ccccc5)CC4)oc3nc2c1	2.3%	-1%[57.1 µM]	8%	-7%	-5%	22%	-6%	11%[57.1 µM]	5%
Cc1onc(-c2ccccc2Cl)c1C(=O)Oc1ccc(Br)cc1	-2.7%	-3%	-8%	8%	-3%	-3%	1%	-5%	-5%
CS(=O)c1ccccc1-c1nc(-c2ccc([N+](=O)[O-])cc2)no1 (stereo not drawn)	.	-1%	-14%	-3%	0%	-1%	1%	13%	1%
OCC[C@H]1C[C@@H](O)[C@H](O)[C@]2(CCCCO2)O1	0.0%	4%[57.1 µM]	4%	11%	-27%	-15%	6%	6%[57.1 µM]	1%
COc1cc(/C=C/C(=O)O)cc(S(=O)(=O)Nc2cc(S(=O)(=O)N3CCCCC3)ccc2Cl)c1OC	.	.	-3%	.	0%	-27%	6%	.	0%
CCCCn1cnc2cc(C)c(C)cc21	1.3%	-5%	8%	-9%	0%	-8%	-2%	-2%	1%
O=C(O)c1ccc(CNS(=O)(=O)c2ccc3ccccc3c2)cc1	-0.4%	-1%	1%	-7%	6%	1%	-14%	18%	2%
CCN(CC)S(=O)(=O)c1cc(NS(=O)(=O)c2cccc(Cl)c2Cl)ccc1C	-0.1%	-9%	-2%	7%	-1%	-1%	?	-1%	2%
CCCCCc1cc(=O)oc2c(C(CCN3CCCCC3)c3ccc(OC)cc3)c(OC)cc(OC)c12 (stereo not drawn)	0.0%	11%	-1%	15%&-8%	-6%	?	?	-13%	5%&-15%
CCN(CC)S(=O)(=O)c1ccc2c(c1)N(CC(=O)NCCCN1CCN(c3cc(Cl)ccc3C)CC1)C(=O)CO2	0.0%	-2%	-1%	0%	2%	?	?	12%	-10%
Cc1cc(C)nc(SCc2ccc(C(=O)NN=C3C4CC5CC(C4)CC3C5)cc2)n1	0.8%	5%[57.1 µM]	11%	-9%	-3%	-9%	0%	0%[57.1 µM]	1%
CCc1cccc(NC(=O)CCn2c(=O)c3cccn3c3cccnc32)c1	?	14%	-5%	11%	-8%	-6%	?	30%	-7%
CC(C)CCn1c(CN2CCN(Cc3ccccc3)CC2)nc2c1c(=O)n(C)c(=O)n2C	1.4%	5%	-12%	-1%	4%	-13%	-20%	18%	-2%
COc1ccc(S(=O)(=O)N2CCOC2CNC(=O)C(=O)NCc2ccco2)cc1 (stereo not drawn)	0.0%	2%	8%	-6%	7%	-15%	-9%	-12%	5%
COc1cccc(-c2cc(C(=O)N3CCN(C(=O)c4ccco4)CC3)on2)c1	-1.1%	5%	1%	7%[11.4 µM]	8%	-15%	1%	79µM*	0%
O=C(Nc1nncs1)C1CC(=O)N(CCc2ccc(F)cc2)C1 (stereo not drawn)	3.1%	3%	4%	-20%	-8%	-13%	?	16%	-6%
NS(=O)(=O)c1cccc(NC(=O)/C=C/c2cccs2)c1	-0.5%	1%[57.1 µM]	-9%	3%	1%	-5%	5%	10%[57.1 µM]	1%
